SENP8 block-1: blocks the human protease SENP8. purified SENP8, Z-RLRGG-aminoluciferin cleavage, luminescence. 330,000 compounds, 1.2% hits. AID 2540. Q96LD8. inhibition, % at 10 µM; in the data active means inhibition above about 50%
Target sequence (Q96LD8 whole entry, looked up): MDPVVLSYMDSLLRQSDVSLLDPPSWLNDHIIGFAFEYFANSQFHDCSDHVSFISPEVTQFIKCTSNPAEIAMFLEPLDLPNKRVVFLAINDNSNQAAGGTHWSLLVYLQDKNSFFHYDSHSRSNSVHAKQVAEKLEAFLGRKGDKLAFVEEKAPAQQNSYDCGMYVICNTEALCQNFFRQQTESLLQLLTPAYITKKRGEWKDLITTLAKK
SENP8 block-2: inhibitors of human SENP8 protease | Q96LD8 | 360,000 compounds, 0.64% hits | recombinant SENP8, Nedd8 substrate fluorescence | AID 602440 | inhibition, % at 20 µM; in the data active means inhibition mostly above about 40%, no sharp cut-off; inactive means mostly below about 27%
SENP6 block: SENP6 protease inhibition; Q9GZR1; Recombinant SENP6 catalytic domain, aminoluciferin luminescence; inhibition, % at 10 µM; 330,000 compounds, 1.8% hits; AID 2599;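 active means inhibition above about 50% at the single tested dose, limit read from the data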;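 further: plate controls were DMSO wells with enzyme for no effect and DMSO wells lacking enzyme for full effect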
SENP7 block: SENP7 protease inhibition; 330,000 compounds, 1.5% hits; recombinant SENP7, Z-RLRGG-aminoluciferin luminescence, 40 min; inhibition, % at 5 µM; AID 434973;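 active means inhibition above about 50% at the single test dose, limit read from the data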;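 further: plate controls were DMSO with enzyme for no effect and no enzyme buffer wells for full effect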
Target sequence (Q9BQF6 706-1050 limits assumed): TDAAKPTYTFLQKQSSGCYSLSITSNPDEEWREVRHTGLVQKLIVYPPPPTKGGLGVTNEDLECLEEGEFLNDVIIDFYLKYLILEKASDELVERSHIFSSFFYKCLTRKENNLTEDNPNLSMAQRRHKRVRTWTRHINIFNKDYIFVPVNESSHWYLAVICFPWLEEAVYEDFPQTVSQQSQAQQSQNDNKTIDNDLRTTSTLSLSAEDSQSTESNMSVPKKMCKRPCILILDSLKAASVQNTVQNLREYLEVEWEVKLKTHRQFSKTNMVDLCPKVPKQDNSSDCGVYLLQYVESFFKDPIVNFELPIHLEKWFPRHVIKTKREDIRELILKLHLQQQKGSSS
Apaf-1 inh: human Apaf-1 inhibition; O14727; reconstituted apoptosome caspase-3 activity, DEVD-Rh110 fluorescence; inhibition, % at 20 µM; 330,000 compounds, 0.71% hits; AID 489030; active means inhibition of at least 40% at 20 µM;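 further: plate controls were DMSO wells for no effect and DEVD-CHO caspase inhibitor wells for full effect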
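System – cell-free apoptosome with Apaf-1, procaspase-3 and caspase-9 · Buffer or medium – pH 7.5 Hepes buffer with CHAPS, BSA, DTT · Also added – cytochrome c with DEVD-Rh110 · Times – 30 min compound preincubation, 50 min activation, room temperature · Technique – Rh110 fluorescence intensity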
SENP1 inh: SENP1 (human) catalytic domain inhibition. Q9P0U3. inhibition, % at 10 µM. recombinant SENP1 catalytic domain, CyPet-SUMO1-YPet FRET cleavage. 360,000 compounds, 0.21% hits. AID 624204;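 active means inhibition at least 30% at 10 µM, raw YFP signal under a set limit, fluorescence ratio 0.5 to 1.5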;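 further: 0% = enzyme with DMSO and 100% = no enzyme wells; some results filed as inactive read as strong as hits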
Target sequence (Q9P0U3 419-644 limits assumed): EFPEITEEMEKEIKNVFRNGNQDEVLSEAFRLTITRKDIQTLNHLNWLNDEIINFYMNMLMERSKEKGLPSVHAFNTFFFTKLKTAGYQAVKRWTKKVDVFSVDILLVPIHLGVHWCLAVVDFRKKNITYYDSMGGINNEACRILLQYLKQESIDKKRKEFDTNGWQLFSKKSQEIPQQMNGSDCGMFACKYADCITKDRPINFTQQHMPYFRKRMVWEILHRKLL
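Assay system – human recombinant His6-tagged SENP1 catalytic domain enzyme · Input – SENP1 enzyme, 20 pM final · Buffer or medium – Tris pH 8 buffer plus EDTA, NaCl, BME, BSA, NP40, catalase · Schedule – 50 min reaction at room temperature · Technique – FRET read of cyan and yellow fluorescence · Control set – no-enzyme wells low, DMSO-plus-enzyme wells high control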
NLRP3 yeast inh: inhibitors of NALP3 inflammasome in yeast. Yeast reconstituted NLRP3/ASC/caspase-1, beta-gal luminescence, 24 h. inhibition, % at 10 µM. AID 2825. 330,000 compounds, 0.39% hits;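 active means inhibition of 50% or more; inactive means inhibition below 50%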;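 further: plate controls were induced DMSO wells for no effect and uninduced yeast grown without galactose for full effect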
HKDC1 inh: HKDC1 (human) hexokinase inhibition; inhibition, % at 20 µM; recombinant HKDC1, G6PDH/diaphorase resazurin coupled fluorescence; 340,000 compounds, 0.16% hits; AID 493160;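 active means inhibition above about 35% when tested at 20 µM, limit read from the data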;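 further: plate controls were DMSO wells with enzyme for no effect and DMSO wells lacking enzyme for full effect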
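Assay system – recombinant HKDC1 (HK5) hexokinase enzyme, produced in-house · Input – HKDC1 at 5 µg/mL · Reagent – glucose plus 1 mM ATP as hexokinase substrates · Timing – 90 min reaction incubation at room temperature, dark · Measured by – G6PDH/diaphorase-coupled fluorescence, 1 mM NADP, 100 µM resazurin, 525/613 nm · Benchmarks – DMSO-enzyme wells negative, buffer-substituted wells positive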
PfGluPho inh: PfG6PD (Plasmodium falciparum) enzyme inhibition. 350,000 compounds, 0.78% hits. PfGluPho enzyme, NADPH resazurin-diaphorase fluorescence. inhibition, % at 20 µM;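 active means inhibition reaching at least a set limit at 20 µM in the primary screen, cut at about 59% in these data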;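 further: 0% = DMSO wells with substrate and 100% = DMSO wells lacking glucose-6-phosphate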
Active calls of the source: *; . = no result given. Compounds were not picked by outcome (roughly 4.1% active in at least one column).

SMILES	SENP8 block-1	SENP8 block-2	SENP6 block	SENP7 block	Apaf-1 inh	SENP1 inh	NLRP3 yeast inh	HKDC1 inh	PfGluPho inh
Cc1cccc(NC(=O)c2cc(-c3cccnc3)nc3c(C)cccc23)n1	5	-25	-26	7	21	0	12	8	18
CCOc1cc(S(=O)(=O)NCc2ccccc2)ccc1Br	5	11	3	-3	7	1	15	5	10
Cc1cccc(OCC(=O)Nc2ccc(C(=O)NCC(C)C)cc2)c1	-10	22	-25	-15	7	0	0	-4	0
Cc1nc2c(nc1C)C(=O)c1ccccc1C2=O	.	65*	.	.	.	-1	.	6	-116
Cc1nn(Cc2ccccc2)c(N)c1-c1ccccc1	-1	5	6	3	-3	0	0	-6	-3
CCOC(=O)c1c(NC(=O)CCc2ccc(CC)o2)sc(C)c1C	1	-19	-1	3	19	1	11	5	43
CSc1ccc(S(=O)(=O)N2CCC(C(=O)N3CCc4ccccc4C3)CC2)cc1	3	10	-2	6	20	1	15	4	-9
N#Cc1ccsc1NC(=O)COC(=O)C1=NNC(=O)CC1	0	-58	2	-2	-15	-45	12	5	5
O=C(CCNS(=O)(=O)c1cccc2nsnc12)NCc1ccco1	-8	12	-28	-3	3	1	10	-3	4
CC(=O)OCCn1c(=O)c2cc3c(=O)n(CCOC(C)=O)c(=O)c3cc2c1=O	-13	19	-20	-8	3	1	-1	-1	-3
Cc1ccc(C)n1-n1c(C)nc2sc3c(c2c1=O)CCCCC3	6	17	12	5	14	0	18	-2	-16
CCOc1ccccc1CNc1ncnc2ccc(-c3c(C)noc3C)cc12	3	-79	-8	6	10	0	8	0	12

The list goes on; the last five above are carried over.
SMILES	SENP8 block-1	SENP8 block-2	SENP6 block	SENP7 block	Apaf-1 inh	SENP1 inh	NLRP3 yeast inh	HKDC1 inh	PfGluPho inh
N#Cc1ccsc1NC(=O)COC(=O)C1=NNC(=O)CC1	0	-58	2	-2	-15	-45	12	5	5
O=C(CCNS(=O)(=O)c1cccc2nsnc12)NCc1ccco1	-8	12	-28	-3	3	1	10	-3	4
CC(=O)OCCn1c(=O)c2cc3c(=O)n(CCOC(C)=O)c(=O)c3cc2c1=O	-13	19	-20	-8	3	1	-1	-1	-3
Cc1ccc(C)n1-n1c(C)nc2sc3c(c2c1=O)CCCCC3	6	17	12	5	14	0	18	-2	-16
CCOc1ccccc1CNc1ncnc2ccc(-c3c(C)noc3C)cc12	3	-79	-8	6	10	0	8	0	12
O=[N+]([O-])c1ccc(S(=O)(=O)Nc2ccc3c(c2)OCCO3)cc1	13	30	11	-3	2	1	36	-3	16
CCOC(=O)C1=C(CC)Nc2ccccc2N=C1NC(=O)Cn1cnc2ccccc2c1=O	0	9	5	2	-14	2	23	10	-1
CCOc1ccc(N(CC(=O)NCc2ccco2)C(=O)CCC(=O)Nc2ccccn2)cc1	-8	6	2	-3	12	1	2	-3	4
Cc1ccc(S(=O)(=O)Cn2nnnc2C(C(C)C)N2CCc3ccccc3C2)cc1 (stereo not drawn)	1	64*	29	10	37	-5	-7	4	3
O=C(NC(Cc1c[nH]c2ccccc12)c1nnc2n1CCCCC2)c1ccc(Cl)cc1 (stereo not drawn)	-3	14	-10	-12	16	-1	6	-4	-1
CCOc1ccc(/C(O)=C2/C(=O)C(=O)N(CCN(C)C)C2c2ccccc2)cc1Cl (stereo not drawn)	-4	-16	-5	-1	2	2	7	6	-35
COc1cc(/C=N/Nc2cc(C)nc(NS(=O)(=O)c3ccc(C)cc3)n2)ccc1O	.	-394	.	.	.	-5	.	-7	8
Cc1nn(C)c(C)c1S(=O)(=O)N1CCC(C(=O)NC2CCCCCC2)CC1	7	13	-14	9	-1	1	10	1	-3
CCCC(=O)NC1=C(Cl)C(=O)c2ccccc2C1=O	.	35	.	.	.	1	.	60*	128*
CCOc1ccccc1NC(=O)NCCC1=CCCCC1	1	0	-1	4	3	-1	6	-4	9
Cc1ccc(NC(=O)COC(=O)Cc2cccs2)c(Br)c1	4	-62	-9	-6	13	2	0	-2	14
CC(CNC(=O)c1ccc(Br)o1)NC(=O)c1ccc(Br)o1 (stereo not drawn)	6	16	-4	6	2	2	9	-2	6
COC(=O)[C@@H](NC(=O)NCCC1=CCCCC1)C(C)C	-1	3	-24	0	-28	-1	5	-2	11
O=C(O)c1ccccc1C(=O)N(c1ccccc1)c1ccccc1	6	18	-3	0	-27	2	8	-4	-25
Cc1cc(-c2ccccc2)nc(N2CCC(C(=O)NC34CC5CC(CC(C5)C3)C4)CC2)n1	5	-325	-10	6	5	2	-12	-2	12
Cc1c(C(=O)/C=C/N(C)C)nnn1-c1ccc(F)c(Cl)c1	-9	-7	-13	-9	-3	-31	11	-5	-4
CC(Oc1ccc(Cl)cc1Cl)C(=O)Nc1ccc(O)cc1 (stereo not drawn)	-4	2	-10	13	11	2	12	-8	1
Cn1nccc1C(=O)Nc1cc(Cl)ccc1Cl	-1	1	6	1	-16	0	-1	-4	4
CCOC(=O)c1sc2nc(SCC(=O)NCc3ccco3)n(Cc3ccccc3)c(=O)c2c1C	-3	-235	-14	3	6	3	16	-12	-6
COC(=O)C1=C(C)N(Cc2ccco2)C(=O)/C1=C\c1ccc(N(C)C)cc1	1	-5	-6	7	7	46*	4	10	-6
COc1ccc(C2CC(C(C)(C)C)=NN2c2ccc(S(N)(=O)=O)cc2)cc1 (stereo not drawn)	.	-74	.	-2	35	2	.	0	29
Cc1ccc(NC(=O)c2c(C)nc(Nc3nc4ccccc4o3)nc2C)cc1	-4	0	-16	-12	4	1	7	-1	4
COc1ccc(C2CC3(CC(C)(C)NC(SC)=N3)Oc3cc(O)cc(C)c32)cc1 (stereo not drawn)	-10	44*	6	4	-1	0	1	17	-3
Cc1ccc(OCC(=O)Nc2ccc(O)c(C(=O)O)c2)cc1C	-6	-300	-34	1	-2	5	12	4	-39

Quoted at random: two compounds from above.
SMILES	SENP8 block-1	SENP8 block-2	SENP6 block	SENP7 block	Apaf-1 inh	SENP1 inh	NLRP3 yeast inh	HKDC1 inh	PfGluPho inh
COc1ccc(C2CC3(CC(C)(C)NC(SC)=N3)Oc3cc(O)cc(C)c32)cc1 (stereo not drawn)	-10	44*	6	4	-1	0	1	17	-3
Cc1c(C(=O)/C=C/N(C)C)nnn1-c1ccc(F)c(Cl)c1	-9	-7	-13	-9	-3	-31	11	-5	-4

(continued)
SMILES	SENP8 block-1	SENP8 block-2	SENP6 block	SENP7 block	Apaf-1 inh	SENP1 inh	NLRP3 yeast inh	HKDC1 inh	PfGluPho inh
Cc1ccc(NCC(=O)Nc2ccc(Br)cc2)cc1F	-6	-2	-17	-4	11	-1	10	-6	4
CCC(C)C(NC(=O)C1CCC(C)CC1)C(=O)Nc1ccc(OC)cc1 (stereo not drawn)	-7	6	-10	-3	11	0	11	-7	-3
CC1CN(C2=CC(=O)CCC2)CC(C)O1 (stereo not drawn)	-4	3	-26	1	6	-5	16	-8	-7
CCCOc1ccc(N2C(=O)CC(NCc3cccnc3)C2=O)cc1 (stereo not drawn)	11	2	15	0	-2	1	11	-4	-20
Cc1ccc(S(=O)(=O)N2CCN(S(C)(=O)=O)C2C)cc1 (stereo not drawn)	-1	13	7	6	3	1	6	-8	5
COc1ccccc1-c1cc(-c2ccccc2)nc(SC(C(N)=O)c2ccccc2)c1C#N (stereo not drawn)	-5	-227	-32	6	20	-9	-4	0	5
COc1ccc(-c2cc3ccccc3s2)cc1[C@H]1[C@H]2C=CC[C@@H](C)[C@@H]2C(=O)N1Cc1ccccc1	19	-410	29	32	1	2	7	0	-3
O=C(N/N=C/c1cc(Cl)ccc1O)C(=O)Nc1ccccc1OC(F)(F)C(F)F	.	6	.	.	.	47	.	-18	-34
CC(C)N1CCc2c(sc(NC(=O)c3ccco3)c2C(N)=O)C1	-8	-232	-17	-8	8	-31	1	4	4
COc1ccc(OC[C@@H](O)CNC(=O)c2cccc3c2C(=O)c2ccc(-c4ccc(F)cc4OCc4ccccc4)cc2S3(=O)=O)cc1	-3	19	0	-2	4	2	4	3	0
COc1ccccc1N1CCN(CC(=O)N(CC(C)C)c2c(N)n(CC(C)C)c(=O)[nH]c2=O)CC1	-5	1	0	5	5	-2	2	2	-8
Cc1ccc(C)c(OCC(=O)O/N=C(\N)c2ccccn2)c1	-11	13	10	9	-6	3	30	-6	4
COC(=O)c1ccccc1NC(=O)Nc1cccc(C)n1	-9	-41	-9	-5	0	3	-1	2	-13
CCOc1ncccc1C(=O)OCC(=O)Nc1ncc(C(F)(F)F)cc1Cl	-9	6	0	12	4	0	11	-1	-13
C[C@@H]1[C@H](O)C[C@@]23COC(=O)C2=CCCC3[C@@]1(C)CCC1COC(=O)C1 (stereo partly drawn)	-11	6	-19	16	-4	0	5	-6	17
O=C1CC(N2CCC(C(=O)N3CCCCC3)CC2)C(=O)N1 (stereo not drawn)	-5	27	-2	3	-3	1	-4	-1	-5
CCC(=O)N(C)CCc1cc2c(c(OC)c1/C=N/NC(=O)c1ccccc1O)OCO2	2	-423	-23	4	-4	0	3	5	42
C=CCn1c(SCc2nc(N)nc(N3CCCCC3)n2)nnc1-c1ccco1	16	10	2	61*	7	1	18	-9	0
CN1CCN(NC(=O)Nc2cccc(Cl)c2Cl)CC1	-11	3	0	-6	1	5	15	-3	-13
COc1ccc(OC)c(CNC(=O)C2CCN(C(=O)N(C)C)CC2)c1	2	8	-27	-1	-10	-1	21	0	-3
O=C1N=c2ccccc2=C1c1sc(NS(=O)(=O)c2ccccc2)nc1O	-39	17	31	10	-6	-5	23	-5	10
CCOc1ccccc1NS(=O)(=O)c1ccc(-c2cnc(C3CC3)o2)cc1	5	-1	11	6	6	1	16	2	-11
O=C1NNC(=O)C1c1ccccc1	-12	14	-8	-7	15	2	26	-6	12
Cc1ccc(S(=O)(=O)c2c[nH]c3cc4c(cc3c2=O)OCO4)cc1	-6	.	3	-4	1	.	-2	.	.
CCCCOc1ccccc1C(=O)NCCCC(=O)O	3	9	1	10	6	2	18	-1	3
CCc1noc(C)c1C(=O)N1CCC(CCC(=O)Nc2cccc(C)c2)CC1	-11	4	-4	-15	-13	-1	4	1	-22
Cc1ccc(-c2cc(C(F)F)n3ncc(C(=O)N4CCCc5ccccc54)c3n2)cc1	11	17	-2	-5	-1	-2	13	4	-10
Cc1ccsc1C(=O)OCc1csc(-c2ccccc2)n1	96*	12	96*	99*	4	0	26	2	15
c1ccc2c(c1)[nH]c1ccncc12	0	-7	-9	0	-3	-3	6	-4	4
CN(C)S(=O)(=O)Oc1ccccc1C(=O)Nc1ccccc1Cl	-2	5	-6	-2	-15	1	-4	-8	-9
Cc1onc(-c2ccccc2)c1C(=O)NNC(=S)NC(=O)c1ccc2c(c1)OCO2	-7	21	-14	-13	5	1	40	-28	-35
COc1ccc(C)cc1S(=O)(=O)N1CCCCC1	6	22	4	0	-2	-1	-1	-1	-10
CCN1C(=O)/C(=C\N2CCCCCC2)SC1=S	-6	46*	7	3	4	-1	21	-7	-36
CC1OC(C)(C)OC1C1CNc2nc(NC(=O)C(C)(C)C)[nH]c(=O)c2N1C(=O)c1cccnc1 (stereo not drawn)	-13	5	-28	-6	3	-1	7	-4	-8
CCCCOc1nc2ccccc2nc1C(C#N)C(=O)NC1CCCCC1 (stereo not drawn)	4	-68	5	-1	10	-19	8	9	-3
